D2 PAM = positive allosteric modulators of human D2 dopamine receptor; P14416; HEK293 T-REx D2, calcium flux, EC20 dopamine potentiation; potentiation, % at 10 µM; hit rate 0.34% among 340,000; AID 485347;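 active = potentiation over 3 SD above the plate norm, cut at about 30% in these data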; note: 0% is about no effect
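Potentiation of an EC20 dopamine calcium response measured kinetically over 180 s, after a preceding 180 s compound-only read flagging agonists. Cells: inducible Hek293 Trex D2 line, 4000/well, cultured overnight at 30 C before dye loading.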
TRHR agonist = activates the human TRH receptor; hit rate 0.18% among 360,000; AID 493084; P34981; TRHR cells, calcium flux fluo-8, FDSS agonist mode; activation, % at 2 µM; in the data active = activation above about 30%; note: 0% is about no effect
Target sequence (P34981 whole entry, looked up): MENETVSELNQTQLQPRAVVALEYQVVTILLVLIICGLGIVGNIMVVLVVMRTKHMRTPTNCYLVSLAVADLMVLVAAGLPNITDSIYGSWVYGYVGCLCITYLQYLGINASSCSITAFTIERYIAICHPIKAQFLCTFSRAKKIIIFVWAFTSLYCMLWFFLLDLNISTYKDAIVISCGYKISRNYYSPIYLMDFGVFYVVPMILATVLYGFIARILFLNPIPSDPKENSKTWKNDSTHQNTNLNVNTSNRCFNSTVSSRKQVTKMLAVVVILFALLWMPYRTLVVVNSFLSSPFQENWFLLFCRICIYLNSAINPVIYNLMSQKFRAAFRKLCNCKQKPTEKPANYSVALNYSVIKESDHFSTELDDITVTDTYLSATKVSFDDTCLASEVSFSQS
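Steps: seed TRHR cells overnight; add fluo-8 no-wash Ca dye, RT 30 min–1.5 h; record 10 s baseline; pin-transfer compounds; monitor fluorescence 1 cycle/s for the agonist window. Calcium increases flag candidate agonists.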
RXFP1 antag = blocks the human relaxin receptor RXFP1 | Q9HBX9 | HEK293-RXFP1, relaxin-stimulated cAMP HTRF, 30 min; active compounds read low | activity change, negative = inhibition, % at 57.5 µM | hit rate 0.59% among 350,000 | AID 1259400;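 active = activity change of -60% or lower, but not beyond a set lower limit; inconclusive = change between -60% and -40%, or beyond the set limit; inactive = change above -40%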; note: % is set by controls: 0 for no effect and ±100 for the full control effect
D1 antag = antagonists of human D1 dopamine receptor; HEK293 TREx D1 cells, calcium flux, dopamine EC80; active compounds read low; activity change, negative = inhibition, % at 10 µM; hit rate 3.2% among 360,000; P21728; in the data active = activity change below about -30%; note: % is set by controls: 0 for no effect and ±100 for the full control effect
Target sequence (P21728 whole entry, looked up): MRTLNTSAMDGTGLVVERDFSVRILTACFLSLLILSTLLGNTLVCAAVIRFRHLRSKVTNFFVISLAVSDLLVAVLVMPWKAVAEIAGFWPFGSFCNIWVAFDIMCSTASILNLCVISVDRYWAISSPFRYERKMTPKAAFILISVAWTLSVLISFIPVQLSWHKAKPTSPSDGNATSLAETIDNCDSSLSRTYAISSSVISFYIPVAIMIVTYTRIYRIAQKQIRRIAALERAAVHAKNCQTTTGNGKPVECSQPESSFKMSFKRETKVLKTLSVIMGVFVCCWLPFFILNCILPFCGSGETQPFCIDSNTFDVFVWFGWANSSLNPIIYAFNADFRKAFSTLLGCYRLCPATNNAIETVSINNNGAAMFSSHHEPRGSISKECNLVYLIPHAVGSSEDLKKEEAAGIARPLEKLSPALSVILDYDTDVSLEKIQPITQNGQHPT
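Using tetracycline-induced force-coupled D1 Hek293 cells and a calcium dye, signals were followed for 180 s after compound, then for 180 s after EC80 dopamine, to detect inhibitors.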
RXFP1 agonist = RXFP1 (human) receptor agonism; Q9HBX9; Potency, µM (top dose mostly 57.5 µM), for the others: at the highest dose activation, most hits filed as activators; hit rate 0.3% among 370,000; HEK293T-RXFP1 cAMP TR-FRET, 30 min; response scale: percent of porcine relaxin response, buffer zero; note: potency is the fitted concentration of half-maximal effect; % is set by controls: 0 for no effect and ±100 for the full control effect; nearly all actives have a fitted effect of over 60% in size; many of its hits are not listed in these tables
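HEK293T cells stably expressing RXFP1 were pretreated with the PDE4 inhibitor Ro 20174, exposed to compounds for 30 min at 37C, lysed, and cAMP was read by TR-FRET. Data normalized to buffer (basal) and 29 nM porcine relaxin (100%).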
TRHR PAM = TRH receptor (human) allosteric enhancement | P34981 | TRHR cells, fluo-8 calcium fluorescence, EC20 TRH enhancement | enhancement, % at 2 µM | hit rate 0.66% among 360,000 | AID 493056; in the data active = enhancement above about 30%; note: 0% is about no effect
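Enhancer read-out: after compound pinning and an initial kinetic agonist-mode read, an EC20 of TRH (10 nM final) was injected and fluo-8 calcium signal (Ex 480/Em 530) followed at 1 s/cycle for 100 cycles in TRHR-expressing cells.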
D1 potentiator = enhances dopamine response at the human D1 receptor | hit rate 0.036% among 360,000 | HEK293 TREx D1 cells, calcium flux, dopamine EC20 potentiation | potentiation, % at 10 µM | P21728; in the data active = potentiation above about 30%; note: 0% is about no effect
Anesthetic bind = candidate novel general anesthetic via apoferritin binding. P02791. apoferritin/1-aminoanthracene competitive binding, fluorescence. Potency, µM (titrated, usually from 77.5 µM), for the others: at the top dose activity change, negative = displacement, usual class: inhibitors. hit rate 0.074% among 350,000. AID 485281; note: potency is the fitted concentration of half-maximal effect; % is set by controls: 0 for no effect and ±100 for the full control effect; nearly all actives have a fitted effect of over 20% in size
Target sequence (P02791 2-175 limits assumed): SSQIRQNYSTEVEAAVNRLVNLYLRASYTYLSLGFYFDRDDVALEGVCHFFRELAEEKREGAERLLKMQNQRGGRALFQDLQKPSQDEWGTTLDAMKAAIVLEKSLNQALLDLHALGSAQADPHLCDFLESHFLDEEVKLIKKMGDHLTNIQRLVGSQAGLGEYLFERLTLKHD
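Horse-spleen apoferritin (10 uM) was mixed with 50% saturated 1-aminoanthracene in PBS, exposed to compounds for 10 min at room temperature, and read for fluorescence (ex 380 nm, em 535 nm). Competitive displacement was fitted with a four-parameter Hill equation.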
D1 agonist = human D1 receptor agonism; P21728; HEK293 T-REx D1 cells, calcium flux, agonist mode; activation, % at 2 µM; hit rate 1% among 360,000; AID 504660; in the data active = activation above about 30%; note: 0% is about no effect
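Tetracycline-induced HEK293 TREx D1 cells, force-coupled to calcium signalling, were dye-loaded with a no-wash calcium kit. Compound was pin-added after a 10 s baseline. Fluorescence was read kinetically at 1 cycle/s for 180 s, with calcium rises flagged as agonism.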
Active calls of the source: *; u = inconclusive; x = not tested or not shown; [ ] = remark or other dose. Unless noted, calls come from the whole dose curve; as a rule, active = well fitted curve in the direction sought with a large enough effect; inconclusive = small, poorly fitted or top-dose-only effect, or another doubt; inactive = no such curve, though single readings can be large; an effect the other way counts as inactive or inconclusive. The list is partial (hit frequency here may not be typical).

SMILES	D2 PAM	TRHR agonist	RXFP1 antag	D1 antag	RXFP1 agonist	TRHR PAM	D1 potentiator	Anesthetic bind	D1 agonist
Cc1c(NC(=O)C(C)OC(=O)c2c3c(nc4ccccc24)CCC3)c(=O)n(-c2ccccc2)n1C (stereo not drawn)	18	-1.2	-2	-7	-0.6%	49*	3	-15%	1
Cc1csc(N(C)C(=O)CSc2nnc(COc3cccc4ccccc34)o2)n1	6	0.4	8	3	0.0%	-4	1	-12%	6
COc1ccccc1-c1noc(Cn2cc(S(=O)(=O)N3CCCC3)ccc2=O)n1	-5	-0.2	8	-1	13%	1	x	x	10
COc1cccc(C2=C(C(C)=O)Sc3nnc(C4CCCCC4)n3N2C(C)=O)c1	-1	-0.1	-25	x	0.5%	-3	-1	13%	5
CCOc1cnc(-c2ccccc2F)o1	-3	0.2	8	5	1.6%	1	0	-5%	1
COc1ccc(/C=C/C(=O)Nn2cnnc2)cc1	-3	-1.1	17	-22	0.8%	-2	-6	-2%	3
CSc1ccccc1C(=O)N(C)C(c1ccccc1)c1ccccc1	x	0.7	-6	2	-1.8%	-6	-9	10%	1
Cc1ccc(NC(=S)NNc2ccc([N+](=O)[O-])cc2S(=O)(=O)Nc2ccccc2C(=O)O)cc1C	-3	-0.1	-1	2	3.5%	-2	-4	4%	3
S=c1[nH]nc(-c2cc(-c3ccccc3)n[nH]2)n1/N=C/c1c2ccccc2cc2ccccc12	4	-0.2	-79*	0	-0.2%	1	-8	-8%	1
COc1ccc(S(=O)(=O)N2CCC3(CC2)CC(=O)c2ccccc2O3)cc1	0	0.7	-4	-10	1.1%	-14	-4	x	9
Cc1ccccc1CCNC(=O)c1cc2cc(S(=O)(=O)N3CCCCC3)ccc2n1C	-10	0.7	-9	-19	-1.1%	5	-4	57%[activator]	6
CC(=O)Oc1ccc(C(=O)Nc2cccc(NC(=O)c3ccco3)c2)cc1	5	0.0	-10	-6	0.0%	22	-1	-13%	1
CCOC(=O)/C=C1\CN(Cc2ccc(OC)cc2)S(=O)(=O)c2ccccc21	2	-1.2	x	-27	-0.8%	-7	-6	-11%	9
O=C(CSc1nnc(-c2ccccc2Cl)o1)N1CCCc2ccccc21	1	-0.6	4	-7	0.2%	-2	-2	0%	9
Cc1ccc(C(=O)Nc2cccnc2)cc1Cl	7	-0.6	-16	-5	-2.8%	-8	3	-6%	0
CC(CN1CCCCC1)OC(=O)C(C)(c1ccccc1)c1ccccc1 (stereo not drawn)	-2	-0.2	-19	15	-1.6%	12	-2	-11%	4
COc1cc(/C=C2\C(=N)N3N=C(S(C)(=O)=O)SC3=NC2=O)cc(OC)c1OCCOc1ccccc1C	7	-0.1	-6	0	0.9%	11	-7	u	3
Cc1ccc(S(=O)(=O)c2nc(-c3ccccc3)oc2N2CCCC2)cc1	17	0.7	-2	-4	1.1%	-19	2	x	0
CCOC(=O)c1[nH]c2ccc(F)cc2c1NC(=O)C1=COCCO1	-6	-1.0	-10	-6	-0.1%	-6	-3	-15%	-1
COc1ccc(CNC(=O)CCC(=O)N2CC(C)Oc3ccccc32)cc1 (stereo not drawn)	-4	-0.1	-5	-16	3.4%	-5	12	-16%	4
Cc1nc2cc(-c3ccc(Cl)cc3)nn2c(C)c1CCC(=O)NC(C)c1ccc2c(c1)OCCO2 (stereo not drawn)	4	-0.2	x	-3	2.6%	8	-3	-11%	-1
CCN(CC(=O)Nc1ccc2c(c1)OCCO2)C(=O)C(C)Oc1ccc(Cl)cc1 (stereo not drawn)	-9	-0.4	29	-20	-1.3%	1	-5	x	2
COCCN(C(=O)c1csnn1)C(C(=O)NC1CCCCC1)c1cccs1 (stereo not drawn)	6	-0.7	9	7	2.2%	1	10	-6%	2
O=C(N/N=C/c1ccco1)c1cc([N+](=O)[O-])cc([N+](=O)[O-])c1	x	-0.2	-11	23	0.2%	-1	-3	-3%	0
COc1ccc(N=Cc2oc3ccc4ccccc4c3c2O)cc1	-8	24	0	-4	3.2%	-2	0	-15%	78*

Additional entries
SMILES	D2 PAM	TRHR agonist	RXFP1 antag	D1 antag	RXFP1 agonist	TRHR PAM	D1 potentiator	Anesthetic bind	D1 agonist
CC(=O)c1cccc(NC(=O)CCn2c(=S)oc3ccccc32)c1	5	0.0	-15	11	27%	-4	-6	1%	4
O=C(NC1CC2CCCC(C1)N2C(=O)Nc1ccccc1Cl)C1CC1 (stereo not drawn)	-7	0.5	24	-4	-0.4%	-4	-4	-3%	1
Cc1ccc(Cl)cc1NC(=O)CN1CCN(C(=O)C2CCCO2)CC1 (stereo not drawn)	-8	0.7	-5	-10	-1.6%	3	-1	-3%	3
COc1ccc(S(=O)(=O)N2CCCCC2)cc1NC(=O)COc1ccccc1	5	0.3	-8	-14	-1.3%	10	-4	x	4
O=C(C1CCC1)N1CCc2cc(S(=O)(=O)NC3CCCc4ccccc43)ccc21 (stereo not drawn)	-8	1.5	8	-10	1.1%	-14	0	-5%	0
CCCNC(=O)C1=CC(c2ccc3c(c2)OCO3)=NS(=O)(=O)N1C	5	-0.2	4	7	-2.3%	-4	-2	8%	0
Cc1ccc(C(=O)c2oc3ccc(Cl)cc3c2NC(=O)CN2CCN(C)CC2)cc1	6	0.8	-39	-1	0.1%	4	-10	-6%	21
COc1cccc(CN2CCNC(=O)C2CC(=O)N2CCCCO2)c1OC (stereo not drawn)	5	-0.7	0	9	2.3%	2	-5	-10%	3
C(=N\Nc1nc(Nc2ccccc2)nc(N2CCCCC2)n1)/c1ccco1	13	-1.7	x	-1	-3.9%	-6	-4	-10%	2
Cc1oc2ncn(CC(C)C)c(=O)c2c1C(=O)N1CCN(c2cccc(C(F)(F)F)c2)CC1	4	-0.3	x	16	-0.9%	-6	-2	u	2
CCN(CC)C(=O)CSc1ncccc1-c1nc2ccccc2[nH]1	2	0.4	0	-6	4.4%	10	-4	-4%	0
CS(=O)(=O)N(CC(=O)N1CCCC1)c1ccccc1Br	-8	0.5	-8	1	-4.2%	-1	7	-5%	2
O=C(C1CCC(Cn2c(=S)[nH]c3ccccc3c2=O)CC1)N1CCN(c2ccccn2)CC1 (stereo not drawn)	x	0.2	-16	5	0.1%	0	7	-10%	0
Cc1ccccc1-n1c(Cn2c(=O)sc3ccccc32)nnc1SCC(=O)N1CCCC1	5	-0.3	x	-7	-0.8%	1	5	-15%	1
CCCCn1c(CN2CCN(c3ccc(F)cc3)CC2)nc2c1c(=O)n(C)c(=O)n2C	-19	-0.3	1	-8	3.1%	2	-1	-8%	1
COc1cccc(C(c2c(O)cc(C)n(Cc3ccco3)c2=O)N2CCN(c3ccccc3)CC2)c1 (stereo not drawn)	-3	0.2	-4	5	1.4%	-1	-3	56%[activator]	3
COc1cc(OC)cc(C(=O)Nc2ccc(S(=O)(=O)Nc3cc(C)on3)cc2)c1	x	0.2	-5	-7	1.8%	-2	12	4%	1
O=C(CSc1ccc(C(F)(F)F)cn1)Nc1ccccc1	-14	0.0	12	-9	1.0%	-2	-10	4%	2
CCN(CC)C(=O)Cn1cc(C(=O)C(=O)N2CCN(Cc3ccc4c(c3)OCO4)CC2)c2ccccc21	-3	-0.3	-14	-22	-3.4%	-5	-5	-14%	-1

13 consecutive records already listed, for reference:
SMILES	D2 PAM	TRHR agonist	RXFP1 antag	D1 antag	RXFP1 agonist	TRHR PAM	D1 potentiator	Anesthetic bind	D1 agonist
Cc1ccc(C(=O)c2oc3ccc(Cl)cc3c2NC(=O)CN2CCN(C)CC2)cc1	6	0.8	-39	-1	0.1%	4	-10	-6%	21
COc1cccc(CN2CCNC(=O)C2CC(=O)N2CCCCO2)c1OC (stereo not drawn)	5	-0.7	0	9	2.3%	2	-5	-10%	3
C(=N\Nc1nc(Nc2ccccc2)nc(N2CCCCC2)n1)/c1ccco1	13	-1.7	x	-1	-3.9%	-6	-4	-10%	2
Cc1oc2ncn(CC(C)C)c(=O)c2c1C(=O)N1CCN(c2cccc(C(F)(F)F)c2)CC1	4	-0.3	x	16	-0.9%	-6	-2	u	2
CCN(CC)C(=O)CSc1ncccc1-c1nc2ccccc2[nH]1	2	0.4	0	-6	4.4%	10	-4	-4%	0
CS(=O)(=O)N(CC(=O)N1CCCC1)c1ccccc1Br	-8	0.5	-8	1	-4.2%	-1	7	-5%	2
O=C(C1CCC(Cn2c(=S)[nH]c3ccccc3c2=O)CC1)N1CCN(c2ccccn2)CC1 (stereo not drawn)	x	0.2	-16	5	0.1%	0	7	-10%	0
Cc1ccccc1-n1c(Cn2c(=O)sc3ccccc32)nnc1SCC(=O)N1CCCC1	5	-0.3	x	-7	-0.8%	1	5	-15%	1
CCCCn1c(CN2CCN(c3ccc(F)cc3)CC2)nc2c1c(=O)n(C)c(=O)n2C	-19	-0.3	1	-8	3.1%	2	-1	-8%	1
COc1cccc(C(c2c(O)cc(C)n(Cc3ccco3)c2=O)N2CCN(c3ccccc3)CC2)c1 (stereo not drawn)	-3	0.2	-4	5	1.4%	-1	-3	56%[activator]	3
COc1cc(OC)cc(C(=O)Nc2ccc(S(=O)(=O)Nc3cc(C)on3)cc2)c1	x	0.2	-5	-7	1.8%	-2	12	4%	1
O=C(CSc1ccc(C(F)(F)F)cn1)Nc1ccccc1	-14	0.0	12	-9	1.0%	-2	-10	4%	2
CCN(CC)C(=O)Cn1cc(C(=O)C(=O)N2CCN(Cc3ccc4c(c3)OCO4)CC2)c2ccccc21	-3	-0.3	-14	-22	-3.4%	-5	-5	-14%	-1
